# CHRM5 PAM: CHRM5 positive allosteric modulation. activation, % at 3 µM. CHO-K1 hM5, Fluo-8 calcium, ACh EC20 PAM; 0% = ACh EC20, 100% = ACh EC100. actives 0.3% (n = 360,000). P08912;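 active = activation above the run cutoff, the mean activation of all test compounds plus 3 SD, cut at about 18% in these data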
#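 Probe or stimulus: acetylcholine, EC20 level; Assay system: human M5 receptor in CHO-K1 cells; Schedule: compound preincubation 140 s before EC20 acetylcholine addition; Technique: intracellular calcium via Fluo-8 fluorescence; Dosing: single-point, 3 µM nominal; Read-out basis: percent activation from peak-over-basal fluorescence ratio, scaled EC20-to-EC100 acetylcholine; Repeats: one well per compound, no replicates.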
# CHRM4 antagonist: blocks acetylcholine activation of human M4 receptor; actives 0.73% (n = 360,000); CHO-hM4 cells, ACh EC80, Fluo-8 calcium fluorescence; AID 624125; inhibition, % at 3 µM;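 active = inhibition above its plate's cutoff, the mean inhibition of sample wells plus 3 SD, cut at about 27% in these data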;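 note: 0% = acetylcholine EC80 with DMSO and 100% = DMSO without agonist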
# Target sequence (P08173 whole entry, looked up): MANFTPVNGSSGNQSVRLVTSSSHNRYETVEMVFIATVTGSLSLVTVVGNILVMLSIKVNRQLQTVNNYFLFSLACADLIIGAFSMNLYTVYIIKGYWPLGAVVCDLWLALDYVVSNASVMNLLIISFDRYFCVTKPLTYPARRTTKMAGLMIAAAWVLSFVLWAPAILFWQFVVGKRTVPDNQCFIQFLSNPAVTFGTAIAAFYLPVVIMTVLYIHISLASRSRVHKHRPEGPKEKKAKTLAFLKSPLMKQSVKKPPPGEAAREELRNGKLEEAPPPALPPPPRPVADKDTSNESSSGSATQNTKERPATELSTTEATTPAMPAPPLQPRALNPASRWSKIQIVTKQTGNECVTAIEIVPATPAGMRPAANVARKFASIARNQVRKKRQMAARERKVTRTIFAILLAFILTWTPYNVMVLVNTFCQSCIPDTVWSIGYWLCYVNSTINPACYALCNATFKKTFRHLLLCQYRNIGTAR
# M1 ag: agonists of human M1 muscarinic receptor; CHO-K1 hM1, Fluo-8 calcium fluorescence, agonist mode; 0% DMSO, 100% acetylcholine EC100; activation, % at 3 µM; actives 0.33% (n = 360,000);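 active = activation above the run's mean compound activation plus 3 SD, cut at about 16% in these data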;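 note: peak over basal fluorescence ratio within a 140 s kinetic read after compound addition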
# TAAR1 ag: agonists of human TAAR1. activation, % at 3 µM. AID 624467. Q96RJ0. actives 0.99% (n = 360,000). CHO RD-HGA16 TAAR1, Fluo-8 calcium fluorescence; vehicle wells 0%, saturating PEA agonist 100%;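 active = activation above the mean activation of all test compounds in the run plus 3 SD, cut at about 38% in these data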
# Target sequence (Q96RJ0 whole entry, looked up): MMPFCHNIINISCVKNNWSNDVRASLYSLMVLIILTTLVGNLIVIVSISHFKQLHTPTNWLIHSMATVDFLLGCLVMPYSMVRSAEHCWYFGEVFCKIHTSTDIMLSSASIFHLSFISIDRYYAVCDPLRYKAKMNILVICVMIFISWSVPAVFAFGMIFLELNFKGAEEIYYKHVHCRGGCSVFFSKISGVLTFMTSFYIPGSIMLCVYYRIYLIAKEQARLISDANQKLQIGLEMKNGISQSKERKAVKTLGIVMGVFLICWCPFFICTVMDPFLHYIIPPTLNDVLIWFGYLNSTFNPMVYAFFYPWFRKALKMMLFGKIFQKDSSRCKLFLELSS
#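 System: CHO-derived RD-HGA16 cells with stable Gα16 and human TAAR1. Times: 17-24 h plating, Fluo-8 75 min 37 °C, 30 min RT. Measured by: calcium-sensitive Fluo-8 signal, excitation 470-495, emission 515-575 nm. Read-out basis: % activation relative to PEA EC100 response. Control set: DMSO and PEA EC100. Repeats: no replicates (n 1).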
# M4 ag: CHRM4 agonism in calcium assay | P08173 | AID 624127 | CHO-K1 hM4/Gqi5, Fluo-8 calcium fluorescence; vehicle 0%, full acetylcholine response 100% | activation, % at 3 µM | actives 0.14% (n = 360,000);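 active = activation above the run mean over all test wells plus 3 SD, cut at about 32% in these data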;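 note: peak over basal fluorescence ratio per well then scaled between controls; 0% = DMSO wells and 100% = acetylcholine at EC100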
# M1 antag: blocks human M1 muscarinic receptor; P11229; CHO-K1 hM1, Fluo-8 calcium fluorescence, ACh EC80 antagonist; inhibition, % at 3 µM; actives 1.3% (n = 360,000);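 active = percent inhibition above its own plate's cutoff, namely the mean of that plate's compound wells plus 3 SD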;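 note: peak over basal fluorescence ratio during 140 s after agonist addition; 0% = ACh EC80 plus DMSO and 100% = DMSO alone without agonist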
# M1 PAM: potentiates human M1 receptor response to acetylcholine; actives 0.088% (n = 360,000); activation, % at 3 µM; AID 588819; CHO-K1 hM1, Fluo-8 calcium fluorescence, ACh EC20; 0% = ACh EC20, 100% = maximal ACh; in the data active = activation above about 19%, passing the limit was not always enough
# M5 antag: CHRM5 antagonism in calcium assay. P08912. CHO-hM5 cells, Fluo-8 calcium fluorescence, ACh EC80. inhibition, % at 3 µM. actives 0.59% (n = 360,000). AID 624040;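 active = inhibition above a per-plate cutoff, the mean of that plate's test compounds plus 3 SD, cut at about 27% in these data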;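 note: 0% = acetylcholine EC80 with DMSO and 100% = DMSO without agonist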
# M5 ag: agonists of human muscarinic M5 receptor (CHRM5). CHO-K1 hM5 cells, Fluo-8 calcium fluorescence; 0% DMSO wells, 100% maximal acetylcholine response. activation, % at 3 µM. actives 0.19% (n = 360,000);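 active = activation above the run's mean over test compounds plus 3 SD, cut at about 23% in these data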;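 note: signal is peak over basal fluorescence ratio across the kinetic read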
# Numbers without * were called inactive; · = not tested or not shown; & = joins results of further samples. A portion of the library; the hit share may differ from the screen's.
SMILES,CHRM5 PAM,CHRM4 antagonist,M1 ag,TAAR1 ag,M4 ag,M1 antag,M1 PAM,M5 antag,M5 ag
Cc1ccc(-n2ncc3c(=O)n(CC(N)=O)cnc32)cc1C,12,-1,-2,1,1,-23,11,4,2
CCCCNc1c(-c2cc3ccccc3o2)nc2nc(C)cc(C)n12,4,3,·,0,1,·,·,4,1
CCCn1c(C(C)NC(C)=O)nc2ccccc21 (stereo unspecified),2,-11,2,2,1,-10,5,-6,1
Cc1ccc(C(=O)C(C)OC(=O)C2CCN(c3ccc(C(F)(F)F)cn3)CC2)cc1C (stereo unspecified),1,-14,-4,-1,1,1,1,-1,-2
COc1ccc(Br)c(/C=N/NC(=O)COc2ccc(-c3ccccc3)cc2)c1,2,6,-1,1,1,-14,7,7,1
Fc1ccccc1CN1CCCC(NC2CCC2)C1 (stereo unspecified),0,-17,-6,1,-1,-8,5,10,-6
CC12CC3CC(C)(C1)CC(C(=O)NCc1ccco1)(C3)C2,-5,3,-12,10,-1,6,9,-13,-1
O=C1CC(N2CCC(O)(c3ccc(Cl)cc3)CC2)C(=O)N1Cc1ccc(N2CCCC2=O)cc1 (stereo unspecified),-1,-4,3,12,5,-4,-4,0,5
Cc1ccc(-c2csc(N3CCC(NS(=O)(=O)c4ccc5c(c4)OCCO5)CC3)n2)cc1,-21,21,3,6,10,19*,-9,28*,4
CN(C)CCN1C(=O)c2oc3ccccc3c(=O)c2C1c1ccc(F)cc1 (stereo unspecified),-5,12,-7,11,0,-1,2,-1,-2
CC(C)NS(=O)(=O)c1ccc2c3c(cccc13)CC2,2,-6,1,0,5,-9,3,-9,0
O=C(NCc1ccccc1Cl)c1csc([C@@H]2O[C@H](CO)[C@@H](O)[C@H]2O)n1,6,-3,-2,1,0,20,-9,19,-2
CCCc1cc(CN2CCOCC2)c(O)c(CN2CCOCC2)c1O,0,-3,-3,3,1,-28,15,21,-2
CC(C)C[C@H](NC(=O)[C@@H]1Cc2c([nH]c3ccccc23)C2c3ccccc3C(=O)N21)C(=O)N1CCC[C@@H]1C(=O)O (stereo partly specified),-2,-8,-2,3,0,-5,6,-1,2
CNc1ccccc1C(=O)OC(C)C(=O)Nc1ccc(Cl)cn1 (stereo unspecified),7,0,0,-2,-2,2,6,0,-6
COC(=O)c1ccc(Cn2nnc3c(=O)[nH]c(C4CCCN(S(=O)(=O)c5ccc(C)cc5)C4)nc32)cc1 (stereo unspecified),3,1,-3,1,0,-6,5,9,0
CC(C)c1nn2c(=O)cc(CSc3ccccc3NC(=O)c3ccccc3F)nc2s1,8,2,-5,6,4,-6,10,-3,-5
O=C(Nc1cccs1)Nc1cccnc1Cl,0,-5,-4,1,5,0,-1,3,0
COc1ccc(NC(=O)CSc2nnc3ccc(-c4cccnc4)nn23)c(OC)c1,3,-4,-8,2,1,-7,3,1,-2
O=S(=O)(c1ccccc1)N1N=C(c2cccs2)CC1c1cccc(O)c1 (stereo unspecified),-4,0,-2,0,2,9,-2,11,-2
CCN1C[C@@H]2[C@@H]3C(=O)N(Cc4ccccc4)C(=O)[C@@H]3[C@](Cc3ccccc3)(C1=O)N2C(=O)c1ccc(Cl)cc1,-2,-12,-1,2,2,-3,3,1,0
CC(C)(C)c1nc(NCCO)c2nnn(Cc3ccccc3)c2n1,1,-8,0,33,1,-20,11,9,-1
Cc1ccc(N(CC(=O)N/N=C/c2cc(C)n(-c3ccccc3C)c2C)S(C)(=O)=O)cc1,-1,-1,-9,-3,-1,-1,-4,-8,-5
CC[N+]1(CC)CC2=Cc3c(ccc4ccccc34)C(C)C2C1 (stereo unspecified),-3,5,-8,1,0,4,-2,9,-4
COc1ccc(C(C)(NC(C)=O)c2nc(-c3ccc(F)cc3OC)cs2)cc1 (stereo unspecified),1,2,-4,5,-2,-7,2,4,-2
CCNC(=S)N1C2CCC1CC(NC(=O)Nc1ccc(C(=O)OCC)cc1)C2 (stereo unspecified),4,0,-8,1,1,0,2,2,-3
Cc1c(Cl)cccc1NC(=O)CSc1nc(=O)n(CCCN2CCOCC2)c2c1CCC2,7,4,-5,1,2,-7,6,-6,1
Cc1nnc(SCC(=O)NCC2CCCCC2)n(N)c1=O,7,1,-3,-1,0,-13,12,-2,0
Nc1ccc(S(=O)(=O)O)cn1,0&4&7,3&-4&2,-2&-1&-7,2&1&9,0&1&2,-6&-7&-3,9&6&13,0&-4&-8,-1&-1&-1
Cc1cccc(-n2c(Cc3cc(=O)[nH]c(=O)[nH]3)nnc2SCC(=O)NCc2ccco2)c1,-10,-11,-3,7,1,-4,3,-10,-9
O=C(CN1CCOCC1)Nc1ccccc1Sc1ccccc1,-4,-2,-3,2,1,7,-8,8,-2
COCCCNC(=O)CN(c1cc(C(F)(F)F)ccc1Cl)S(C)(=O)=O,6,2,0,-3,0,-7,18,3,-1
CCCNS(=O)(=O)c1ccc(OCC(=O)NCc2ccc3c(c2)OCO3)cc1,1,6,-3,2,1,4,2,-3,-1
CC(=O)Nc1ccc(S(=O)(=O)c2ccc(N)cc2)cc1,5,-4,-1,2,1,-38,6,0,1
C[C@H](CO)N1C[C@H](C)[C@@H](CN(C)C(=O)Nc2ccccc2)Oc2ccc(NS(=O)(=O)c3ccc(F)cc3)cc2C1=O,-3,9,-4,10,0,3,1,2,2
CC(=O)N(C)c1ccc(NC(=O)/C=C/c2ccccc2Cl)cc1,-11,10,-1,19,11,-26,-2,8,-2

# Structures listed so far with a furan ring, fused or not, in the order listed:
SMILES,CHRM5 PAM,CHRM4 antagonist,M1 ag,TAAR1 ag,M4 ag,M1 antag,M1 PAM,M5 antag,M5 ag
CCCCNc1c(-c2cc3ccccc3o2)nc2nc(C)cc(C)n12,4,3,·,0,1,·,·,4,1
CC12CC3CC(C)(C1)CC(C(=O)NCc1ccco1)(C3)C2,-5,3,-12,10,-1,6,9,-13,-1
Cc1cccc(-n2c(Cc3cc(=O)[nH]c(=O)[nH]3)nnc2SCC(=O)NCc2ccco2)c1,-10,-11,-3,7,1,-4,3,-10,-9

# (list continues)
SMILES,CHRM5 PAM,CHRM4 antagonist,M1 ag,TAAR1 ag,M4 ag,M1 antag,M1 PAM,M5 antag,M5 ag
COCCn1c(C)cc(C2=NNC(=NC3CC3)SC2)c1C,3,1,-7,4,1,5,-3,11,0
O=C(O)CNc1nc(-c2ccccc2)nc2ccccc12,3,0,-3,8,2,-7,10,-3,1
CCOC(=O)N1CCN(c2ncnc3c2[nH]c2ccc(F)cc23)CC1,-37,9,3,23,12,28*,-15,1,-1
Cc1cccc(C)c1NC(=O)C1(C)CSCC(=O)N1CC(C)C (stereo unspecified),-2,-3,·,-1,2,·,·,0,-1
Cc1cc(C)nc(SCC(=O)NN)n1,4,4,-6,2,3,-6,9,4,0
O=C1CCN(Cc2ccccc2)CCN1[C@H](CO)Cc1ccccc1,-5,2,-4,2,2,-5,2,11,3
O=C(C1CCN(Cc2ccccc2)CC1)N1CCCC1,-2,7,-5,16,0,1,5,3,0
COC(=O)c1cc2occc2n1CC(=O)Nc1ccc(C)cc1C,-2,4,-7,6,1,-18,-2,-5,-1
CCCC(C)NC(=S)Nc1cc(C)cc(C)c1 (stereo unspecified),2,0,-2,4,0,2,-3,7,3
COc1cc(C(=O)O/N=C(\N)c2ccccn2)cc(OC)c1OC,-2,3,-4,3,15,-1,1,2,7
O=C(CSc1nnc(-c2ccccc2)n1-c1ccccc1)c1cccs1,-4,3,-2,19,0,8,-4,-1,-1
CC(=O)Nc1cc(NC(C)=O)cc(C(=O)N2CCCC3CCCCC32)c1 (stereo unspecified),2,-4,-4,5,1,-20,17,1,-2
CCCCCCn1c(CN2CCN(Cc3ccccc3)CC2)nc2c1c(=O)n(C)c(=O)n2C,0,-1,-7,4,0,-1,-5,-3,-5
CCOC(=O)C1CCCN(CCC(=O)Nc2cccc(F)c2)C1 (stereo unspecified),-5,-7,7,-1,1,9,-13,0,-5
Cc1cc(C(=O)Nc2ccc3c(c2)OCCO3)c2ccccc2n1,1,-2,-4,4,2,-7,8,6,-1
Cc1c(Br)c([N+](=O)[O-])nn1C(C)C(=O)Nc1c(C)n(C)n(-c2ccccc2)c1=O (stereo unspecified),-7,-4,-12,7,1,2,-2,7,0
Cc1ccc(-n2nc3c(c2NC(=O)c2ccco2)CS(=O)(=O)C3)cc1C,1,-2,-3,0,2,-14,6,13,-4
CCOC(=O)c1c(C)[nH]c(C(=O)CN2C(=O)NC(C)(c3ccc(C)cc3)C2=O)c1C (stereo unspecified),2,-3,22*,97*,21,2,13,5,27*
COc1ccc(C(=O)N2CCCC(Nc3ccc(F)c(F)c3)C2)c(OC)n1 (stereo unspecified),-2,-7,-2,5,1,-6,9,-7,0
CCN(CC)CCN(C(=O)C1=COCCO1)c1nc2cc3c(cc2s1)OCO3,2,6,-5,3,0,-8,7,6,-8
O=C(O)C(=O)Nc1nc(-c2ccc3c(c2)OCCO3)cs1,-8,6,0,1,13,9,-1,7,-1
Cc1ccc(-n2cc(C(=O)c3cc(Cl)ccc3O)cc(C#N)c2=O)cc1,-9,0,2,5,10,1,-3,17,7
COc1ccc(CN2C(=O)c3cccnc3C2=O)cc1S(=O)(=O)N1CCOc2ccc(Cl)cc21,-9,-3,-4,10,16,-1,-2,9,0
COC(=O)[C@]12CCCCC=C1N(Cc1ccco1)C(=O)[C@H](CC(=O)NCCC(C)C)C2,-6,-10,·,9,1,·,·,5,3
CC(=O)N1CCC(N(CCN2CCOCC2)C(=S)Nc2cc(C)cc(C)c2)CC1,9,8,-1,1,1,-18,12,-1,2
COc1ccc(OCC(=O)N2CCCC(CO)(CCOc3ccccc3)C2)cc1 (stereo unspecified),-5,0,2,7,10,-14,11,4,2
CC(C)(C)C(=O)/C=c1\[nH]c(=O)/c(=C\c2ccc(C#N)cc2)s1,0,-9,1,10,2,-15,12,1,-5
Nc1c(NCCc2ccccc2)c2ccccc2oc1=O,2,-5,0,88*,2,12,5,0,2
CN(C)c1cnn(-c2ccccc2)c(=O)c1Cl,-4,5,-5,3,0,3,0,14,0
COC(=O)c1ccc(-c2nn(C)c(=O)c3ccccc23)cc1,-4,-4,-6,0,1,2,3,3,0
Cc1ccccc1-c1nc(CN2CCCC2c2ccc(F)cc2)c(C)o1 (stereo unspecified),-1,6,-6,3,0,3,5,-6,-1
CCOc1cccc(CNCCO)c1OCc1ccc(Cl)cc1Cl,-6,12,-2,19,13,4,-4,7,4
O=C1CCCCCC1C1(O)C(=O)Nc2ccc(Br)cc21 (stereo unspecified),2,-3,-1,10,1,-9,9,0,-1

# Single records (already shown). Values in the order: CHRM5 PAM, CHRM4 antagonist, M1 ag, TAAR1 ag, M4 ag, M1 antag, M1 PAM, M5 antag, M5 ag
# Cc1ccccc1-c1nc(CN2CCCC2c2ccc(F)cc2)c(C)o1 (stereo unspecified) in the list: -1, 6, -6, 3, 0, 3, 5, -6, -1
# O=C(Nc1cccs1)Nc1cccnc1Cl in the list: 0, -5, -4, 1, 5, 0, -1, 3, 0

# High-throughput results: PubChem, The Scripps Research Institute Molecular Screening Center
